RAD54 branch: inhibitors of human RAD54 branch migration | Q92698 | RAD54 Holliday junction branch migration, FAM/BHQ fluorescence | inhibition, % at 10.4 µM | 360,000 compounds, 0.14% hits;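 active means mean normalized replicate activity at least 40 and at least half of replicates scoring 40 or more; inconclusive means only one of the two criteria met; inactive means mean below 40 and under half of replicates reaching 40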;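 further: 0% = median of neutral control wells and 100% = median of positive control wells; inhibitors cause a drop in the FAM fluorescence signal; in these data hits start at about 50%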
RAD52 anneal inh: blocks human RAD52 DNA annealing; recombinant RAD52 DNA annealing, FRET fluorescence; AID 651710; inhibition, % at 18.7 µM; 360,000 compounds, 0.46% hits; P43351;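 active means every replicate showing at least 50% inhibition; inconclusive means mean inhibition at least 50% but not in every replicate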
EWS-Fli block: blocks EWS/Fli oncoprotein-driven transcription. A673 NR0B1-luciferase reporter, viability-normalised. inhibition, % at 12.6 µM. 350,000 compounds, 0.67% hits. AID 651661;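 active means mean inhibition of at least 50% after viability correction, with every replicate also passing that limit; inconclusive means mean reaches 50% but only one of two replicates passes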;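 further: firefly luciferase signal divided by Alamar Blue viability fluorescence both relative to DMSO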
S100A4 inh HTS: S100A4-myosin IIA interaction inhibition; S100A4/TAMRA-MyoIIA peptide fluorescence polarization; inhibition, % at 10.7 µM; 360,000 compounds, 0.14% hits; AID 652163;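 active means mean inhibition of at least 70% across replicates, with every replicate also reaching that level; inconclusive means mean inhibition reaches 70% but some replicates fall short; inactive means mean inhibition below 70%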
Target sequence (P26447 whole entry, looked up): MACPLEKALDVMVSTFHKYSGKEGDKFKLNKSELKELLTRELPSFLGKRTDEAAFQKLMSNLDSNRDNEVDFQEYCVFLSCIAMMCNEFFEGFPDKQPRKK
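assay system = human S100A4 monomer with TAMRA-labelled myosin IIA peptide | also added = labelled myosin peptide probe, 5 nM | incubation = 5 min between mix addition and reading | control set = DMSO and TFP controls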
E-selectin induc: induces E-selectin expression in human endothelial cells; HUVEC E-selectin immunofluorescence imaging; normalized: neutral wells 0, TNF-alpha wells 100; activation, % at 7.58 µM; AID 686992; 260,000 compounds, 0.37% hits;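 active means mean E-selectin-positive cell signal at least 10% of the positive control, reached in at least 60% of replicates, without over 20% cell loss; inconclusive means no rule given, readout overlaps actives, possibly toxicity-flagged; inactive means the rest, including those meeting only one limit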;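 further: in these data hits start at about 27%; measured in HUVEC primary endothelial cells; signal is the percent of cells scored E-selectin positive by PE staining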
Target sequence (P16581 whole entry, looked up): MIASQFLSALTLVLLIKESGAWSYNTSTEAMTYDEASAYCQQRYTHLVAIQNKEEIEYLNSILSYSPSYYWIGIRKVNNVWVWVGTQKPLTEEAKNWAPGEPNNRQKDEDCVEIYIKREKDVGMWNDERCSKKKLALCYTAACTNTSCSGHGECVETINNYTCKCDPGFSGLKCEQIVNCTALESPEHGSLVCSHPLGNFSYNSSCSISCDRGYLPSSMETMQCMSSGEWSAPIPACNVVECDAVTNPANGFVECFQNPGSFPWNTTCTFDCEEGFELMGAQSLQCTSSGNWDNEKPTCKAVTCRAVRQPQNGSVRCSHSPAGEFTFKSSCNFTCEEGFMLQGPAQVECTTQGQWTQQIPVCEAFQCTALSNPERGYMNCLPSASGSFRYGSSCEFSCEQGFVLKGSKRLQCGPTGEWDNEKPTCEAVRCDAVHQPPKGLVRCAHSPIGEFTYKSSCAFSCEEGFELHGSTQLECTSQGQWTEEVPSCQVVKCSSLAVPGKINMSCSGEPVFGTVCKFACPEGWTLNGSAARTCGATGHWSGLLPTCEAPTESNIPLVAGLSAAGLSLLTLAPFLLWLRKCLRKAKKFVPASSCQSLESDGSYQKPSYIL
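Material: HUVEC primary endothelial cells; Amount: 3,000 cells per well; Dosing: single concentration; Medium: EGM-2 growth medium on 0.1% gelatin-coated wells; Read-out basis: percent E-selectin-positive cells; Signal: immunofluorescence imaging; Control set: TNF-alpha, DMSO.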
Xi reactivation: X-chromosome reactivation activator; activation, % at 7.58 µM; AID 743238; 360,000 compounds, 0.055% hits; XiGFP mouse fibroblasts, % GFP-positive cells imaging, 3 d; cells co-treated with 5-aza-dC sensitizer; scaled so ellipticine positive control = 100%;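 active means mean normalized replicate activation at least 10% and every replicate at or above 10%; inconclusive means only one of the two criteria met; inactive means mean below 10% and not all replicates reach 10%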;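 further: 0% = median of on-plate neutral control wells and 100% = ellipticine 6 µM median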
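assay system = SV40-immortalized XiGFP fibroblast cells, line 68-5-11 | buffer or medium = DMEM plus 5-aza-dC sensitizer | doses = single-point pinned compound dosing | times = 3-day compound exposure, then 15 min fixation at room temperature | benchmarks = positive control ellipticine, 6 µM final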
esBAF inh: inhibitors of esBAF chromatin remodeling in mouse ES cells | reporter increase, % at 12.5 µM | AID 602393 | Bmi1-luciferase knock-in reporter, 24 h; 100% = twice the neutral-well signal | 350,000 compounds, 2% hits; in the data active means activation above about 40%; inconclusive means no clear call, values can overlap the other calls;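 further: 0% = median of the plate's neutral control wells and 100% = double that signal; a rise in the Bmi1 reporter signal indicates esBAF inhibition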
FN deposit inh: fibronectin deposition inhibition; AH1F fibroblasts, Alexa488-fibronectin deposition fluorescence, overnight; inhibition, % at 12.6 µM; 350,000 compounds, 0.086% hits; AID 743247;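 active means mean inhibition across replicates of 30% or more, regardless of how many single replicates reach that level; inconclusive means mean under 30% yet at least half of replicates reach 30%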;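 further: positive control wells lacked labelled fibronectin entirely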
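Schedule: 1 h cell adhesion before compound, then overnight fibronectin incubation; test system: AH1F fibroblast monolayer depositing Alexa488-labelled fibronectin into matrix; quantity: 10000 AH1F cells per well; probe or stimulus: fluorescent fibronectin at 24 nM final; signal: fluorescence, ex 485 nm, em 525 nm; evaluation: percent inhibition as loss of matrix-bound fibronectin fluorescence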
* hit, by the source's call; ? = inconclusive; / = not tested or not shown; & = joins results of further samples.

SMILES	RAD54 branch	RAD52 anneal inh	EWS-Fli block	S100A4 inh HTS	E-selectin induc	Xi reactivation	esBAF inh	FN deposit inh
COC(=O)c1c(NC(=O)CCNCc2ccco2)sc2c1CCC2	12.6	14.7	0.5	-1.8	6.3	0.0	-5.3	-2.8
C[C@@H]1CN([C@@H](C)CO)S(=O)(=O)c2ccc(C#Cc3ccncc3)cc2O[C@@H]1CN(C)CC1CC1	2.7	8.1	3.1	-12.5	-0.2	0.1	7.9	/
C[C@@H]1CN([C@@H](C)CO)C(=O)c2cc(NC(=O)CCCCCC(=O)Nc3ccccc3N)ccc2O[C@H]1CN(C)Cc1ccc(C(F)(F)F)cc1	/	-23.1	-5.6	6.6	-3.9	0.5	/	/
Cc1nnc(SCC(=O)NNC(=O)c2ccc(Br)cc2)n1C	/	-5.6	-2.8	-2.7	/	0.0	/	2.8
N=C(N)SCc1nc2ccccc2c(=O)n1-c1ccccc1	/	-46.1&-10.1	-41.2	-6.0&-2.7	0.2&0.0	-0.1&0.0	/	-1.3&-9.2
CCCCC(C(=O)O)C(C)CC(=O)Nc1nncs1 (stereo unspecified)	9.7	-8.0	-10.6	3.2	1.0	0.2	-3.4	-5.2
CCC(C(=O)Nc1c2c(nn1C(C)(C)C)CS(=O)(=O)C2)c1ccccc1 (stereo unspecified)	-0.7	-4.4	-2.0	4.1	0.0	0.2	-3.5	7.5
Cc1cc(C)c(OCC(=O)Nc2ccc(N3CCOCC3)cc2)c(Br)c1	-3.1	-9.1	/	-0.8	0.0	-0.2	3.8	4.8
Cc1cc(OC(C)C(=O)NCCCN2CCOCC2)c2c(C)cc(=O)oc2c1 (stereo unspecified)	3.8	-17.8	-9.1	-1.7	-0.8	0.0	-2.2	1.9
CCn1cc(C(=O)NCc2ccc(OC)cc2)c(=O)c2ccc(C)nc21	3.9	1.8	-7.6	-12.2	0.0	0.0	-4.3	-6.4
c1ccc(COCCCn2cc(-c3ccccc3)nn2)cc1	-2.4	-5.3	-7.9	3.3	/	0.0	-2.3	-5.4
CO[C@H]1CN(C)C(=O)c2ccc(NC(=O)C3CC3)cc2OC[C@@H](C)N(C(=O)CN(C)C)C[C@H]1C	-3.5	2.7	-4.4	-0.4	-0.2	-0.4	-3.2	-18.0
Cc1nc2c(-c3ccccc3)c(C)nn2c(C)c1CCC(=O)O	7.1	-11.0	12.4	2.4	1.9	0.3	-11.7	10.4
Cc1ccccc1-n1c(=O)cc(N2CCC3(CC2)OCCO3)[nH]c1=O	-13.5	-17.2	-7.3	7.6	/	/	0.6	/
CC(C)(C)[C@H]1COC(=O)CC/C=C\C[C@@H](CC(=O)N[C@H](CO)Cc2ccccc2)C(=O)N1	-6.8	-44.2	-6.1	-4.9	-0.1	0.1	-2.2	13.2
CC1CCC(NCCNC(=O)c2ccco2)CC1 (stereo unspecified)	0.1	-12.7	5.2	-6.3	/	-0.1	-0.5	1.7
CCCC(=O)Nc1ccc2c(c1)OC[C@H](C)N(Cc1ccccc1)C[C@@H](C)[C@@H](OC)CN(C)C2=O	-2.0	2.4	-9.4	-0.6	0.0	0.0	1.3	3.6
C[C@H](CO)N1C[C@H](C)[C@H](CN(C)CC2CC2)Oc2ccc(NC(=O)Cc3cn(C)c4ccccc34)cc2C1=O	10.1	11.8	-11.7	1.9	0.0	0.5	-3.8	4.4
O=c1c(Cc2c(F)cccc2Cl)c(O)ccn1C1CC1	/	-12.3	-0.9	-2.9	1.1	-0.2	18.3	0.5
CCOC(=O)c1noc(C)c1C(=O)Nc1nc(C)cc(C)n1	/	-7.3	0.6	2.6	/	0.0	/	6.4
CN(C)C(=O)c1cccc(-c2ccc([C@@H]3[C@@H](CO)N(C(=O)C4CCC4)[C@H]3C#N)cc2)c1	-0.5	7.2	-6.4	-0.8	-0.4	0.0	-1.8	0.6
Cc1cc(C)cc(NC(=O)CSc2nnc(-c3ccncc3)o2)c1	5.5	-1.9	-2.3	-1.7	-2.1	0.0	2.8	2.7
O=C(COC(=O)/C=C/c1ccc([N+](=O)[O-])cc1)NCc1cccs1	-8.2	-12.1	2.3	-1.1	0.1	-1.1	0.7	3.2
COC(=O)c1cccc(N2CCCC2=O)c1	1.5	-1.3	-7.3	1.9	-0.1	-0.3	-0.8	-2.7
CCNC(=O)N(C)C[C@H]1N[C@@](CC)(C(=O)OC)[C@H]2C(=O)N(C)C(=O)[C@@H]12	-16.8	8.8	1.7	-4.3	0.0	-0.1	-1.6	11.5
CC(=O)OCC=C1CCC2C3CCC4=CC(=O)CCC4(C)C3C(O)CC12C (stereo unspecified)	4.9	-4.9	8.0	0.7	1.1	0.0	3.1	-1.5
CN(C)S(=O)(=O)c1ccc(N2CCCC2)c(C(=O)N2CCN(S(=O)(=O)c3ccccc3F)CC2)c1	/	-1.2	1.1	-4.2	-1.5	-0.1	/	11.4
C[C@H]1CN([C@@H](C)CO)C(=O)c2cccc(NC(=O)c3ccncc3)c2O[C@H]1CN(C)CC1CC1	1.8	-16.0	-4.1	8.8	0.5	0.2	-5.8	/
CN(CCC#N)C(=O)COC(=O)c1ccccc1OCc1ccccc1Cl	/	0.6	-3.8	-5.5	1.5	0.0	/	-20.3
Cc1cc(C(=O)OCC(=O)NC2CCCCC2C)c2ccccc2n1 (stereo unspecified)	-3.8	-12.8	3.7	-1.1	7.6	0.2	2.2	-3.4
COc1ccc(-c2cn3c(n2)CCC3)cc1	-3.3	0.2	/	-1.3	/	/	35.0	-0.4
Cc1ccc(-c2nc3ccc(Br)cn3c2Cc2ccsc2)cc1	-17.3	-11.3	-107.1	15.7	0.1	0.0	?	1.4
CC(=O)OC1COC(N2CCc3ccccc32)C(OC(C)=O)C1OC(C)=O (stereo unspecified)	/	-5.9	7.6	-2.6	/	0.1	/	-0.8
O=C(CCn1ccc([N+](=O)[O-])n1)Nc1nccs1	/	-19.7	-7.7	-4.1	/	0.1	/	-2.8
N#Cc1c(N(CCO)CCO)nc(N)c2c(N)nc3c(c12)CC(=O)N3CC1CCCO1 (stereo unspecified)	/	-4.2	-4.8	-1.4	3.2	0.0	/	-5.8
C[C@@H]1CN([C@@H](C)CO)C(=O)c2cccc(NC(=O)c3nc4ccccc4s3)c2O[C@@H]1CN(C)C(=O)Nc1ccc2c(c1)OCO2	-2.6	-10.6	-7.1	15.0	-0.1	0.2	4.2	-1.4
COc1ccc(S(=O)(=O)N(C)C[C@H]2Oc3c(NS(=O)(=O)c4c(C)noc4C)cccc3C(=O)N([C@@H](C)CO)C[C@H]2C)cc1	-1.1	-15.8	1.9	-9.9	-0.1	0.6	2.1	/
COC(=O)c1ccc(CNC(=O)CC[C@H]2O[C@@H](n3cc(C)c(=O)[nH]c3=O)C[C@@H]2O)cc1	1.4	-15.8	1.1	-9.5	-1.7	0.0	-2.1	3.0
Cc1ccc(S(=O)(=O)N(C)C[C@@H]2Oc3ccc(NC(=O)Nc4ccc(F)cc4)cc3CC(=O)N([C@@H](C)CO)C[C@H]2C)cc1	-3.6	-8.4	3.9	-12.3	5.4	0.7	4.2	/
COc1ccccc1CN1CCNC(=O)C1CC(=O)O (stereo unspecified)	/	-15.4	11.0	-1.7	/	0.0	/	5.1
CCCC1=C(C(=O)OCC)C(/C=C/c2ccccc2)n2ncnc2N1 (stereo unspecified)	6.9	-5.4	38.2	0.3	/	/	-5.3	/
Cc1ccc(S(=O)(=O)Nc2ccc3c(c2)C(=O)N([C@H](C)CO)C[C@H](C)[C@H](CN(C)C(=O)CCCN(C)C)OCCCC[C@@H](C)O3)cc1	2.1	2.0	-1.1	17.6	/	0.4	-1.6	0.1
C[C@H]1CN([C@@H](C)CO)C(=O)c2cccc(NC(=O)NC3CCCCC3)c2O[C@H]1CN(C)Cc1ccc(C(=O)Nc2ccccc2N)cc1	6.5	19.3	41.8	4.8	/	0.1	-14.4	/
C[C@H]1CCCCO[C@H](CN(C)C(=O)NC2CCCCC2)[C@@H](C)CN([C@@H](C)CO)C(=O)c2cc(NC(=O)c3ccccc3)ccc2O1	-6.5	/	11.9	/	-0.1	-0.1	-2.2	12.3
Cc1ccc(C2C(C#N)=C(N)OC3=C2C(=O)CC(C)(C)C3)s1 (stereo unspecified)	-8.9	-13.5	-6.6	2.5	/	-0.1	/	0.4
CC(C)(C)c1ccc(S(=O)(=O)NNC(=O)c2cc3ccccc3[nH]2)cc1	-2.3	-13.3	-55.6	-2.3	1.7	0.1	24.6	11.4
Cc1cc(NCc2ccco2)n2ncnc2n1	/	-17.0	8.8	-6.5	/	0.0	/	-5.3
